# Bioassay records from PubChem.
# ALOX12 inh: inhibitors of human 12S-lipoxygenase ALOX12. Potency, µM (top dose mostly 108 µM), for the others: at the top dose activity change, negative = inhibition, hits mostly inhibitors. purified 12hLO, xylenol orange hydroperoxide absorbance. 580,000 compounds, 1.1% hits. P18054; further: on the % scale 0 is the no-effect control and ±100 the full control effect
# Target sequence (P18054 whole entry, looked up): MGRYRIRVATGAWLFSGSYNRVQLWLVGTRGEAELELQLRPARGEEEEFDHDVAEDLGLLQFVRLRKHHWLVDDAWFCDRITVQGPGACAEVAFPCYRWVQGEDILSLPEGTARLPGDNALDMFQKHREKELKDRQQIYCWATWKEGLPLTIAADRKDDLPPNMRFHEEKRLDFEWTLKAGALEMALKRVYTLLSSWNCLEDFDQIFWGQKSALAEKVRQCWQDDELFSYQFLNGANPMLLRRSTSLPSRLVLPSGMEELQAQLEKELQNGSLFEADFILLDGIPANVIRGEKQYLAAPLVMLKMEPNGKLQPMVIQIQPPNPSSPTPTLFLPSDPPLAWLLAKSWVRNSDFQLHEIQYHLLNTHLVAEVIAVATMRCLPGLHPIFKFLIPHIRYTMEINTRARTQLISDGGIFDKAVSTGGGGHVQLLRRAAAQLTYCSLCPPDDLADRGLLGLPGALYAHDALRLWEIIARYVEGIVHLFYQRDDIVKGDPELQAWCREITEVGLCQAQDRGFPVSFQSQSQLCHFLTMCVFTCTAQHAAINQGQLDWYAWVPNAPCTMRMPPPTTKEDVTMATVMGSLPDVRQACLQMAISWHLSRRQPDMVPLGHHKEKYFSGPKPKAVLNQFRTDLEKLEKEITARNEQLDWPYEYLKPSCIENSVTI
#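 Hydroperoxide product was detected by ferrous iron/xylenol orange as the 573 to 405 nm absorbance ratio. Arachidonic acid at 40 uM (final) was turned over for 30 min at room temperature by 150 nM human 12hLO, pH 7.0 Hepes buffer, after 15 min compound preincubation.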
# rTrxR1 inhibitor: inhibitors of rat thioredoxin reductase 1. 390,000 compounds, 1% hits. recombinant rTrxR1, NADPH fluorescence consumption, selenite substrate. AID 588453. O89049. Potency, µM (titrated, usually from 114 µM), for the others: at the top dose activity change, negative = inhibition, actives largely listed as inhibitors; further: on the % scale 0 is the no-effect control and ±100 the full control effect; nearly all actives have a fitted effect of over 65% in size
#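 Rat TrxR1 (90 nM in the dispensed reagent) was pre-reduced with 400 uM NADPH for 5 min at room temperature, then incubated with compound for 15 min. After 400 uM selenite was added, NADPH fluorescence (Ex 340/Em 450 nm) was followed for 8 min.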
# RGS4 inhibitor: blocks human RGS4-accelerated GTP hydrolysis; P49798; Transcreener GDP fluorescence polarization, RGS4-accelerated GTP hydrolysis; Potency, µM (titrated, usually from 114 µM), without a hit: top-dose activity change, negative = inhibition, actives largely listed as inhibitors; 390,000 compounds, 0.039% hits; AID 504845; further: on the % scale 0 is the no-effect control and ±100 the full control effect; nearly all actives have a fitted effect of over 75% in size; some results filed as inactive show a strong effect at the top dose
# Target sequence (P49798 whole entry, looked up): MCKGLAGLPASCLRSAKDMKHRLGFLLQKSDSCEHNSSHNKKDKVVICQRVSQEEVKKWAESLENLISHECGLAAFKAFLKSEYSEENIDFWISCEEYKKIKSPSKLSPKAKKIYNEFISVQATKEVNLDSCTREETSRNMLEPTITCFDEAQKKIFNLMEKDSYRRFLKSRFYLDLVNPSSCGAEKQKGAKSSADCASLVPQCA
#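 MLSMR compounds (23 nl, pin-transferred) preincubated 10 min at room temperature with a 500nM (2x) first reagent, then RGS4 at 900nM (2x) plus Transcreener GDP mix added; fluorescence polarization (620/688 nm) read before and after 90 min at 30 °C.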
# Vif-A3G inh: Vif-A3G binding inhibition; Q9HC16; HeLa A3G-eYFP + Vif (tagged APOBEC3G with the HIV-1 protein that degrades it), YFP fluorescence, overnight; Potency, µM (series often up to 46.1 µM), inactives show at the highest dose activity, negative = active, most hits filed as inhibitors; 410,000 compounds, 0.076% hits;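 further: on the % scale 0 is the no-effect control and ±100 the full control effect; nearly all actives have a fitted effect of over 60% in size; hits raise eYFP signal because A3G escapes Vif-driven loss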
#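 Read-out is eYFP fluorescence (Ex 488/Em 500-530) from Vif-expressing HeLa A3G-eYFP cells; more signal means A3G escaped Vif-mediated degradation. Cells plated overnight, compound pinned in, incubated overnight at 37 deg C.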
# Vif-APOBEC3F blk: Vif-A3F binding inhibition; HeLa A3F-eYFP + Vif (tagged APOBEC3F with the HIV-1 protein that degrades it), YFP fluorescence increase; Potency, µM (highest dose often 46.1 µM), for inactives: top-dose activity, negative = active; 390,000 compounds, 0.2% hits; AID 602313; further: % of control where 0% means no effect; nearly all actives have a fitted effect of over 65% in size
#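 Fluorescence increase (Ex 488/Em 500-530) after overnight compound treatment at 37 deg C flags inhibition of Vif-driven A3F-eYFP loss in stable HeLa A3F-eYFP/Vif cells seeded overnight beforehand.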
# TrxR1 substrate: substrates of rat thioredoxin reductase 1. Potency, µM (doses to about 114 µM), without a hit: at the highest dose activity change, negative = substrate turnover. AID 588456. purified TrxR1 substrate turnover, NADPH consumption readout. 390,000 compounds, 0.01% hits; further: on the % scale 0 is the no-effect control and ±100 the full control effect; nearly all actives have a fitted effect of over 50% in size
#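 Rat TrxR1, dispensed at 90 nM, was prereduced with 400 uM NADPH (final) for 5 min at ~22 deg C, then incubated with compound 15 min before 400 uM selenite. A first-read NADPH fluorescence drop versus no-compound background flagged substrates.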
# IDH1 R132H inh: blocks human mutant IDH1 R132H enzyme. 390,000 compounds, 0.093% hits. IDH1-R132H enzyme, NADPH consumption, diaphorase/resazurin fluorescence. O75874. AID 602179. Potency, µM (titrated, usually from 76.6 µM), without a hit: at the top dose activity change, negative = inhibition, hits mostly inhibitors; further: on the % scale 0 is the no-effect control and ±100 the full control effect; nearly all actives have a fitted effect of over 65% in size
#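 IDH1-R132H (0.5 ug/mL) preincubated 30 min with compound, then NADPH (0.016 mM) and alpha-KG (2 mM) added; 80 min at RT, pH 7.5. Remaining NADPH coupled via diaphorase/resazurin to fluorescence (540/590 nm); concentration-response curves normalized to no-enzyme control.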
# USP1-UAF1 inh: inhibitors of human USP1/UAF1 deubiquitinase; AID 743255; 390,000 compounds, 0.23% hits; O94782; Potency, µM (doses to about 57.1 µM), without a hit: at the top dose activity change, negative = inhibition, hits mostly inhibitors; recombinant USP1/UAF1, Ub-Rhodamine cleavage fluorescence; further: on the % scale 0 is the no-effect control and ±100 the full control effect; nearly all actives have a fitted effect of over 60% in size; inactives centre near -12
#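 Step one: compound is pinned into 1nM USP1/UAF1 in HEPES pH 7.8 buffer with TCEP. Step two: 15 min room-temperature incubation. Step three: Ub-Rho (150nM final) starts cleavage, tracked by fluorescence over six one-minute reads.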
# RXFP1 agonist: agonists of human relaxin receptor RXFP1. Potency, µM (top dose mostly 57.5 µM), without a hit: top-dose activation, hits mostly activators. Q9HBX9. HEK293T-RXFP1 cAMP TR-FRET, 30 min; response scale: percent of porcine relaxin response, buffer zero. 370,000 compounds, 0.3% hits; further: on the % scale 0 is the no-effect control and ±100 the full control effect; nearly all actives have a fitted effect of over 60% in size; many of its hits are not listed in these tables
#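 Agonist response is measured as cAMP accumulation in an RXFP1-transfected HEK293T line under PDE4 inhibition. Values are scaled between buffer-only and 29 nM porcine relaxin, and EC50s come from standard Hill equation fits.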
# The depositor's hits bear a star; u = inconclusive; x = no result given; & = joins results of further samples; [ ] = remark or other dose. The call rests on the fitted dose curve; in most records, active means well fitted curve in the direction sought with a large enough effect; inconclusive means small, poorly fitted or top-dose-only effect, or another doubt; inactive means no such curve, though single readings can be large; an effect the other way counts as inactive or inconclusive. Potency means the concentration at half of the fitted maximal effect. The list is partial; the hit share may differ from the screen's.
SMILES,ALOX12 inh,rTrxR1 inhibitor,RGS4 inhibitor,Vif-A3G inh,Vif-APOBEC3F blk,TrxR1 substrate,IDH1 R132H inh,USP1-UAF1 inh,RXFP1 agonist
CCOc1cc(C(=O)NCc2ccc(C)cc2)ccc1OCC(=O)N1CCOCC1,5%,1%[57.1 µM],-5%,1%,4%,-3%[57.1 µM],6%,-16%,4.2%
Cc1ccc(NC(=O)N(CCCN2CCOCC2)Cc2cc3cc4c(cc3[nH]c2=O)OCO4)cc1,31%,-16%,9%,1%,-5%,25%,6%,-3%,0.1%
Cn1c(SCC(=O)NCc2ccccc2)ncc(C(=O)Nc2ccccc2)c1=O,3%,3%,-8%,-4%,u,68%[activator],0%,-9%,5.1%
CC(=O)Nc1ccc(NC(=O)C2CCCN2S(=O)(=O)c2cccc(C(F)(F)F)c2)cc1 (configuration not stated),1%,-6%,-5%,0%,2%,-9%,4%,-12%,0.1%
COc1ccc(C(=O)NCC(=O)OCc2nc(N)nc(Nc3ccccc3C)n2)cc1,13%,23%,-8%,-1%,1%,3%,-2%,-18%,-0.2%
Cc1ccc(C(=O)Nc2nnc(S(=O)(=O)N3c4ccccc4CC3C)s2)cc1 (configuration not stated),-13%,19%,4%,6%,3%,3%[11.4 µM],-1%,-11%,-0.2%
COc1ccc(CNC(=O)c2cnn(-c3ccc(C)cc3)c2C2CCN(C(=O)OC(C)(C)C)CC2)cc1,-27%,16%[57.1 µM],13%,4%,3%,-3%[57.1 µM],17%,-15%,0.7%
O=C(N/N=C\c1ccc2c(c1)OCO2)c1ccc(Cn2cc(Br)c([N+](=O)[O-])n2)o1,-1%,26%,-14%,14%,-11%,4%,16%,-19%,-0.4%
NC(=O)c1ccc(NC(=O)C2CC(=O)N(c3ccc4c(c3)OCCO4)C2)cc1 (configuration not stated),u,1%,1%,0%,-7%,0%,-5%,-7%,0.0%
Cc1ccc(Nc2oc(C)nc2C#N)cc1,-21%,12%,-5%,-1%,-9%,7%,0%,-5%,1.8%
Cc1cc(C2C(C#N)=C(N)OC3=C2C(=O)CC(C)(C)C3)c(C)s1 (configuration not stated),9%,-8%,9%,1%,5%,-8%,u,-21%,0.7%
O=C(NCC1CCCO1)C1CCCCN1S(=O)(=O)c1ccc(F)cc1 (configuration not stated),0%,0%,-25%,-2%,-1%,0%,1%,-13%,-0.6%
CS(=O)(=O)N1CCN=C1SCc1ccc(Br)cc1,6%,32%,-3%,5%,10%,3%,-3%,-24%,-0.7%
Cc1c(Cc2ccccc2)c(=O)oc2cc(OCC(=O)N[C@@H](Cc3ccccc3)C(=O)O)ccc12,-11%,1%,-16%,2%,-1%,210%[activator],-12%,-14%,0.3%
O=C(COC(=O)c1cccc(S(=O)(=O)N2CCCC2)c1)NCc1ccccc1,u,12%[57.1 µM],1%,-3%,1%,5%[57.1 µM],6%,-9%,0.8%
CCc1ccccc1NC(=O)CNC(=O)c1cccc(S(=O)(=O)N2CCN(Cc3ccccc3)CC2)c1,-24%,10%,18%,0%,6%,-5%,1%,4%,2.5%
O=S(=O)(c1ccc(F)cc1)N1CCN(CCOc2ccccc2)CC1,1%,26%,-5%,0%,4%,6%,0%,-27%,x
CS(=O)(=O)Nc1ccccc1Oc1ccccc1,46%,-9%,-10%,0%,-14%,-12%,3%,-2%,-0.6%
CC#CC[N+](C)(CC#CC)CC(=O)c1ccccc1,0%&28%,13%,3%,1%,-9%,-1%,0%,-16%,0.3%
COc1ccc(-c2sc3ccc(OC)cc3c2-c2ccc(O)cc2)cc1,u,16%,23%,-10%,10%,4%,u,-14%,x
CCN1CCN(C(=O)c2ccc(S(=O)(=O)Nc3ccccc3)cc2)CC1,u,-3%,4%,3%,8%,-3%,8%,-21%,0.5%
CC(C(=O)Nc1ccc(F)c(Cl)c1)N1Cc2ccccc2C1=O (configuration not stated),-20%,-13%,-20%,2%,1%,-10%,16%,-9%,4.9%
c1csc(-c2nc3ccccc3s2)c1,u,16%,-26%,-7%,-6%,30%[activator],11%,-9%,6.1%
CC(=O)NC(=S)Nc1ccc(N2CCOCC2)c(S(=O)(=O)Nc2cc(Cl)ccc2Cl)c1,-24%,u,-25%,4%,-6%,-6%,-12%,-16%,1.7%
CCN(C(=O)c1cc2ccccc2oc1=O)c1cccc(C)c1,0%,12%,10%,0%,0%,-4%,16%,-7%,1.8%
SMILES,ALOX12 inh,rTrxR1 inhibitor,RGS4 inhibitor,Vif-A3G inh,Vif-APOBEC3F blk,TrxR1 substrate,IDH1 R132H inh,USP1-UAF1 inh,RXFP1 agonist
Cc1cc(C)cc(NC(=O)C2CCN(C(=O)c3cccs3)CC2)c1,u,5%,-11%,3%,-1%,-6%,-6%,-15%,-2.5%
O=C(c1ccc(S(=O)(=O)c2ccc(Cl)cc2)cc1)N1CCOCC1,-7%,22%[57.1 µM],20%,1%,-5%,8%,3%,3%,-1.7%
CCN(CC)c1ncnc2c1[nH]c1ccccc12,-9%,-1%,-3%,-6%,-11%,3%,6%,-17%,2.6%
COc1ccccc1NC(=S)NCCc1ccc(F)cc1,u,0%[57.1 µM],-11%,-5%,-1%,1%[57.1 µM],11%,-19%,-0.7%
c1ccc(Cc2c[nH]c3ccccc23)cc1,29%,5%[57.1 µM],-35%,-3%,4%,5%[57.1 µM],7%,-18%,0.5%
Cc1cc(=O)n2nc(N3CCC(C(=O)NCC(C)c4ccccc4)CC3)sc2n1 (configuration not stated),24%,7%,-4%,0%,1%,-7%,-12%,-14%,6.8%
Cc1ccccc1CN1CCN(C(=O)c2cc(-c3ccncc3)nc3ccccc23)CC1,-10%,u,-29%,-10%,3%,-5%,-4%,-10%,-0.9%
O=C(COc1ccc([N+](=O)[O-])cc1)Nn1cnnc1,0%,26%[57.1 µM],-49%,-1%,-4%,5%[57.1 µM],0%,-2%,4.4%
CC1CCCC(NC(=O)COC(=O)c2cccs2)C1C (configuration not stated),-8%,15%,-38%,5%,3%,4%,-12%,-14%,-2.6%
Cc1ccc(-n2c(C)nnc2SCC(=O)NC2CC2)cc1,366%[activator],-17%,-12%,2%,2%,-9%,-1%,-9%,2.9%
COc1ccc(C2CC(c3ccc4ccccc4c3)=NN2C(=O)CN2CCC(C(N)=O)CC2)cc1 (configuration not stated),244%[activator],14%[57.1 µM],-11%,1%,0%,10%,3%,-3%,1.3%
COc1ccc2cc(C(c3nnnn3CC3CCCO3)N3CCOCC3)c(=O)[nH]c2c1 (configuration not stated),-27%,-13%,20%,2%,-3%,2%,0%,-11%,2.5%
CCOc1ccccc1CN1CCCC(CNS(=O)(=O)c2ccc(OC)cc2)C1 (configuration not stated),5%,0%,11%,2%,5%,-5%,-2%,4%,-0.6%
CCOc1ccc(N2CC(C(=O)NCCc3c[nH]c4ccc(C)cc34)CC2=O)cc1 (configuration not stated),u,-2%[57.1 µM],-7%,-1%,-4%,12%[0.0914 µM],-1%,-14%,0.9%
COc1ccc(OCC(=O)OCC(=O)Nc2cc(S(=O)(=O)N3CCOCC3)ccc2Cl)cc1,-12%,-9%,-3%,-1%,0%,-10%,2%,-5%,x
CCN(CC)C(=O)[C@H]1C[C@H](CC(=O)NCC23CC4CC(CC(C4)C2)C3)C(=O)N2CCc3c([nH]c4ccc(Cl)cc34)[C@]12C,u,31%,4%,0%,-3%,-5%,-15%,-26%,x
Cc1ccc(NC(=O)CSc2nc(-c3ccco3)nc3cc(=O)[nH]n23)cc1,-24%,5%[57.1 µM],-7%,-11%,-1%,2%[57.1 µM],u,-15%,1.1%
COc1ccc(-c2cc(C)no2)cc1S(=O)(=O)N1CCN(c2ccccc2F)CC1,4%&-3%,27%,15%&10%,-3%&3%,-5%&2%,6%,-7%&7%,-30%&-7%,0.1%&0.3%
O=C(CSc1nnc(NC(=O)NC2CCCCC2)s1)Nc1ccccc1F,-22%,8%[57.1 µM],-4%,2%,-6%,4%[57.1 µM],0%,-23%,1.9%
O=C(Nc1nccs1)c1nc(-c2ccccc2)n(-c2ccccc2)n1,-4%,27%,-14%,-3%,1%,14%,4%,-23%,9.1%
O=c1nc(Nc2ccccc2)oc2ccccc12,-15%,34%[57.1 µM],-3%,-4%,4%,-12%[57.1 µM],10%,1%,2.4%
Cc1ccc(S(=O)(=O)CCSc2cccc(C(=O)Nc3ccccc3C(=O)O)c2)cc1,-23%,48%[activator],u,-5%,8%,-7%,-3%,-10%,0.3%

# Results in USP1-UAF1 inh, RGS4 inhibitor and ALOX12 inh, for 4 of the compounds above:
SMILES	USP1-UAF1 inh	RGS4 inhibitor	ALOX12 inh
c1ccc(Cc2c[nH]c3ccccc23)cc1	-18%	-35%	29%
Cc1cc(=O)n2nc(N3CCC(C(=O)NCC(C)c4ccccc4)CC3)sc2n1 (configuration not stated)	-14%	-4%	24%
Cc1ccccc1CN1CCN(C(=O)c2cc(-c3ccncc3)nc3ccccc23)CC1	-10%	-29%	-10%
O=C(COc1ccc([N+](=O)[O-])cc1)Nn1cnnc1	-2%	-49%	0%
